Rac1 mut GTP: alters GTP binding to activated mutant human Rac1; P63000; GST-Rac1 activated beads, fluorescent GTP binding, flow cytometry; actives lie on both sides; 100% means binding = to untreated wells; percent activity (GTP binding), % at 10 µM; 0.11% of 190,000 active; AID 764;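 active = GTP binding at least 20 percentage points away from the 100% baseline, in either direction, so actives lie on both sides; inconclusive = Compound likely fluorescent itself, or too few beads counted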
Rac1 wt GTP bind: modulators of human Rac1 wildtype GTP binding. P63000. GST-Rac1 beads, fluorescent GTP binding, flow cytometry; actives lie on both sides; 0 = cold GTP competed, 100 = untreated. GTP binding activity (% of control), % at 10 µM. 0.27% of 190,000 active. AID 757;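 active = GTP binding activity at least 20 points away from the 100% control level, either lower or higher; inconclusive = compound flagged as likely green fluorescent, judged across all proteins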
Cdc42 wt GTP: changes GTP binding to wildtype human Cdc42; P60953; GST-Cdc42 beads, Bodipy-GTP binding, flow cytometry; actives lie on both sides; percent activity (GTP binding), % at 10 µM; 0.2% of 190,000 active; AID 761;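 active = percent activity GTP binding at least 20 points away from the 100% baseline, either down as inhibitor or up as activator; inconclusive = compound flagged as likely green fluorescent from well-wide comparison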;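 note: median bead fluorescence of bound Bodipy-FL-GTP at 100 nM; 0% = excess unlabeled GTP control and 100% = no compound control; below 100% means less GTP binding so inhibitor and above means activator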
Target sequence (P60953 whole entry, looked up): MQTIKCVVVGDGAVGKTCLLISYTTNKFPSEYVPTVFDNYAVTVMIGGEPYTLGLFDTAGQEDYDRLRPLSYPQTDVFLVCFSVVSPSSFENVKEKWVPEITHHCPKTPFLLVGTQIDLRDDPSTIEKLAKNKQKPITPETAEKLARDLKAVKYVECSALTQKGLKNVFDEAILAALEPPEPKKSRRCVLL
Rab2 wt GTP: changes GTP binding to wildtype dog Rab2A, up or down. GTP binding activity, % at 10 µM. GST-Rab2 wt beads, Bodipy-GTP binding, flow cytometry. P61105. 0.19% of 190,000 active. AID 760;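 active = GTP binding activity at least 20 points away from 100%, either lowered or raised; inconclusive = signal likely due to the compound's own green fluorescence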;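 note: 0% = beads with excess unlabeled GTP and 100% = no-compound control corrected for plate trend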
Avidin bead fluor: avidin bead compound fluorescence profile; 0.38% of 220,000 active; fluorescence (KMESF) at 10 µM; Avidin beads, compound fluorescence 488/530 nm, flow cytometry; active compounds read high; AID 1775; in the data active = fluorescence above about 47; note: inactives centre near 10
Pf gamet viab: inhibitors of late stage P. falciparum gametocyte viability | inhibition, % at 10.9 µM | 0.065% of 150,000 active | P. falciparum stage V gametocytes, ATP luminescence, 24 h;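 active = inhibition above the mean plus 3 SD of compounds within the control limits, set per campaign, cut at about 38% in these data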;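 note: 0% = DMSO wells and 100% = medium only without gametocytes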
Rab7 wt GTP bind: alters GTP binding to wildtype dog Rab7; GST-Rab7 beads, fluorescent GTP binding, flow cytometry; actives lie on both sides; untreated = 100%, excess cold GTP = 0%; GTP binding activity (percent of control), % at 10 µM; AID 758; 0.055% of 190,000 active;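 active = fluorescent GTP binding to Rab7 beads changed by at least 20 points from the 100% baseline, either direction, mostly lower; inconclusive = compound itself probably fluorescent, or too few beads counted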;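 note: median green fluorescence of bound Bodipy-FL-GTP per Rab7 bead population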
Mcl1-Noxa inh: Mcl-1/Noxa interaction inhibition | Q07820 | TR-FRET Mcl-1/Noxa peptide binding, 2 h | inhibition, % at 21.7 µM | 1.5% of 220,000 active | AID 1022;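 active = compounds that cut the protein-peptide binding signal by more than 50% relative to plate controls in a single-dose test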;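 note: His-tagged Mcl-1 with rhodamine Noxa BH3 peptide and terbium anti-His antibody; 0% = Mcl-1 plus Noxa peptide wells and 100% = peptide-only wells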
Target sequence (Q07820 whole entry, looked up): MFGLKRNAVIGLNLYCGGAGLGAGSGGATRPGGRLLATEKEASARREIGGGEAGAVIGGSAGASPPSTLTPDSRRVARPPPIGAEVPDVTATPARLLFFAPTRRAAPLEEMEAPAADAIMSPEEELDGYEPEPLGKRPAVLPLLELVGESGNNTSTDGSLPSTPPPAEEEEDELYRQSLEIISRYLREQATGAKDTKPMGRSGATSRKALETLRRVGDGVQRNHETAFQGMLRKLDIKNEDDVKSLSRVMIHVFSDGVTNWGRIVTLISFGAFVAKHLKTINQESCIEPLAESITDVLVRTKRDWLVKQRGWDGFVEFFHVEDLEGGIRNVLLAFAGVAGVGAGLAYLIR
HRas wt GTP bind: changes GTP binding to wildtype human HRas; P01112; GST-Ras wt beads, Bodipy-FL-GTP binding, flow cytometry; actives lie on both sides; GTP binding activity, % at 10 µM; 0.14% of 190,000 active; AID 759;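 active = GTP binding activity at least 20% away from the 100% baseline, either lowered as inhibitor or raised as activator; inconclusive = flagged as likely green fluorescent, judged across all proteins in the well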;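 note: 0% = unlabeled GTP competition control and 100% = no-compound control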
Target sequence (P01112 whole entry, looked up): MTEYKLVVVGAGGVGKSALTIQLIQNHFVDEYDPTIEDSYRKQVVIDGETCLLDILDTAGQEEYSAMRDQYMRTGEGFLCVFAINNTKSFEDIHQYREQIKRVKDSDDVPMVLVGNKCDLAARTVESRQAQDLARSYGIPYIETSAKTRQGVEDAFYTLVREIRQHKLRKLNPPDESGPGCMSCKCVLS
Mcl1-Bid inh: disrupts binding of human Mcl-1 to Bid peptide. AID 1021. inhibition, % at 21.7 µM. 0.97% of 220,000 active. TR-FRET Mcl-1/Bid-Dy647 peptide binding, 1536-well;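 active = compounds that cut the binding signal by more than half at the single screening dose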;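 note: His-tagged Mcl-1 with europium anti-His antibody binding Bid BH3 peptide; 0% = Mcl-1 plus peptide wells and 100% = peptide-only wells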
GSH bead fluor: GSH bead compound fluorescence profile. GSH beads flow cytometry, compound fluorescence 488/530 nm; active compounds read high. fluorescence (KMESF) at 10 µM. 0.25% of 190,000 active; in the data active = fluorescence above about 89;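 note: glutathione beads carrying GST-tagged Bcl family fusion proteins plus one bare bead set; values are compound well signal with DMSO vehicle wells as background; inactives centre near 16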
* = called active by the depositor; ? = inconclusive; / = not tested or not shown.

SMILES	Rac1 mut GTP	Rac1 wt GTP bind	Cdc42 wt GTP	Rab2 wt GTP	Avidin bead fluor	Pf gamet viab	Rab7 wt GTP bind	Mcl1-Noxa inh	HRas wt GTP bind	Mcl1-Bid inh	GSH bead fluor
O=C(/C=C/c1ccccc1)N1CCC(Cc2ccccc2)CC1	?	?	?	?	34	22	?	14	?	5	12
COc1ccc2c(c1)C(=O)[C@@H](OC(=O)NCc1ccc3c(c1)OCO3)[C@H](c1ccc(OC)c(Br)c1)O2	97	101	97	97	11	/	96	-2	99	7	18
O=C(NC1CCCc2ccccc21)c1ccccc1Br (stereo not given)	97	99	101	102	18	-4	104	1	104	-22	11
COC(=O)Cc1ccc(NC(=O)c2ccc(Br)o2)cc1	97	97	101	98	11	/	100	-12	101	-8	26
O=c1c2cc(Br)cc(Br)c2oc2nc3n(c(=O)c12)CCCS3	97	98	98	97	7	/	97	16	98	8	27
NC(=S)N/N=C/C=C/c1ccccc1	98	102	101	98	9	20	96	15	98	-50	18
O=S(=O)(NC1=NCCCCCC1)c1cccs1	95	100	98	100	11	-8	105	-18	103	-15	53
O=C(COc1ccc(Cl)cc1)Nc1ccc2oc(-c3ccncc3)nc2c1	94	86	89	96	8	-11	100	-11	91	20	15
c1ccc(CN2C3=NCCN3c3ccccc32)cc1	100	104	106	102	6	-4	101	1	103	-22	10
C/C(CCN1CCCCc2nc(C)c(C)cc21)=N\O[C@@H](C)CN1CCCCc2nc(C)c(C)cc21	98	103	101	99	11	/	100	24	101	-23	19
COc1ccc(NC(=O)N2CC(C)OC(C)C2)cc1OC (stereo not given)	98	99	101	101	11	7	100	36	100	-15	12
CS(=O)(=O)N1CCN(c2ccc(C(=O)NC3C4CC5CC(C4)CC3C5)cc2[N+](=O)[O-])CC1 (stereo not given)	99	102	101	102	12	12	100	25	102	5	16
CN(C)S(=O)(=O)c1cccc(NC(=O)CCc2c[nH]c3ccccc23)c1	96	94	94	98	9	-14	95	18	96	-30	19
O=C(CN1C(=O)CSC1=O)Nc1ccc2c(c1)OCCO2	101	102	105	105	12	/	103	19	107	-20	23
Cc1onc(-c2c(F)cccc2Cl)c1C(=O)NC(=S)NCc1cccnc1	103	106	105	103	5	-7	105	7	106	-55	14

Some entries already given, showing only Rac1 wt GTP bind and Cdc42 wt GTP.
canonical_smiles | Rac1 wt GTP bind | Cdc42 wt GTP
COc1ccc2c(c1)C(=O)[C@@H](OC(=O)NCc1ccc3c(c1)OCO3)[C@H](c1ccc(OC)c(Br)c1)O2 | 101 | 97
O=C(NC1CCCc2ccccc21)c1ccccc1Br (stereo not given) | 99 | 101

Following part:
SMILES	Rac1 mut GTP	Rac1 wt GTP bind	Cdc42 wt GTP	Rab2 wt GTP	Avidin bead fluor	Pf gamet viab	Rab7 wt GTP bind	Mcl1-Noxa inh	HRas wt GTP bind	Mcl1-Bid inh	GSH bead fluor
COC(=O)c1cn(NC(=O)c2cc(OC)cc(OC)c2)c(=O)c2ccccc12	96	96	97	95	12	/	95	-9	97	-6	9
COc1cc2c(cc1OC)C(C)N(C(=O)Cn1ncc3c1-c1ccccc1OC3)CC2 (stereo not given)	100	105	100	101	7	/	100	-3	100	-9	24
COc1cc(N)c(Cl)cc1NC(=O)c1ccccc1	98	100	103	101	13	-28	100	4	104	-45	25
Cc1csc(NC(=O)CSc2nc3ccccc3c(=O)[nH]2)n1	97	100	100	100	24	5	98	3	98	-2	22
Cc1ccc(S(=O)(=O)N(C)CCCC(=O)Nc2cccc3ccccc23)cc1	101	107	104	101	11	/	99	-5	103	-9	10
CC(=O)Nc1sc(NC(=O)c2ccc(C)cc2)nc1-c1cccs1	101	105	105	102	10	/	93	11	102	-16	65
C/C(CC(=O)Nc1cc(C)cc(C)c1)=N\NC(=O)c1ccccn1	97	102	102	100	7	16	101	18	102	-7	43
COc1ccc(-c2csc(NC(=O)COC(=O)c3ccco3)n2)cc1	101	105	102	102	15	-48	101	19	102	-13	13
Clc1ccc(SCCN2CCNCC2)cc1	100	104	103	101	11	2	101	16	99	27	10
CCCNCC(O)Cn1c2ccccc2n2c(=O)cc(C)c(C#N)c12 (stereo not given)	100	103	100	101	14	-3	103	8	100	16	15
CCOc1ccc2nc(NC(=O)CS(=O)(=O)c3ccc(C)cc3)sc2c1	96	102	98	101	11	-43	102	8	101	2	7
COc1ccc(-c2ccc(SCC(=O)Nc3cc(C)on3)nn2)cc1OC	101	103	101	100	9	/	101	7	103	-18	10
COc1cc2c(cc1OC)C(Cc1ccc(O)cc1)N(C)CC2 (stereo not given)	99	102	102	100	5	18	96	4	101	-6	23
CCCC(=O)Nc1ccccc1-c1nnn(CC(=O)Nc2ccc(OCC)cc2)n1	100	112	107	100	35	/	101	19	101	-6	27
O=C1c2ccccc2C(Nc2ccc(-c3nc4ccccc4[nH]3)cc2)N1Cc1ccco1 (stereo not given)	96	98	92	92	6	/	96	12	94	-24	19
COc1ccc(OC(C)C(=O)N2CCOCC2)cc1 (stereo not given)	100	105	103	102	14	-6	102	-10	101	-10	33
CCC(=O)NNc1cc(=O)c2c(=O)n(C)c(=O)n(C)c2[nH]1	95	99	97	98	20	/	99	-3	98	-35	9
S=C(N/N=C1\CCc2ccccc21)NC1CCCCC1	92	93	92	96	9	/	102	24	97	-33	13
Cc1cc(F)ccc1S(=O)(=O)N(C(=O)c1ccncc1)c1ccc(OC(=O)c2ccncc2)cc1	95	101	96	98	11	-5	103	15	97	-7	21
O=c1c2c(nc3cc(-c4ccc(F)cc4)[nH]n13)CCCC2	98	100	95	97	19	1	97	52*	97	-24	10
O=c1c2cn[nH]c2nc(SCc2c(F)cccc2F)n1-c1ccc(Cl)cc1	96	101	95	95	13	-41	104	-24	98	-30	12
COCc1c(CCl)cnc(C)c1O	?	?	?	?	24	9	?	23	?	-10	55
CCOc1ccc(NC(=O)N(C2CCCC2)C2CCN(C(C)=O)CC2)cc1	95	96	95	98	7	-11	105	-1	99	-33	18
COc1ccc(Cc2nnc(NC(=O)Cn3cnc4c3c(=O)n(C)c(=O)n4C)s2)cc1	97	106	99	96	11	/	101	1	101	3	40
Cc1ccc2cc(CN(C(=O)c3ccncc3)C(C)C)c(=O)[nH]c2c1	101	105	104	100	12	/	102	-1	102	-8	30
O=C(N/N=C/c1sc(N2CCOCC2)nc1-c1ccccc1)c1ccccc1O	96	95	96	92	12	21	92	-22	95	-83	3
O=C(NCCO)C1CCN(C(=O)c2ccc(-c3ccccc3)cc2)CC1	97	98	98	97	14	2	98	1	97	-19	25
Cc1c(OCc2ccccc2)c(=O)ccn1Cc1ccc(Cl)cc1	96	102	99	98	9	/	101	14	99	16	12
COC(=O)COc1ccc(S(=O)(=O)Nc2ccc3c(c2)OCO3)cc1Cl	94	92	94	96	21	/	96	17	95	-34	24
O=C(OCCn1cncn1)c1cc2ccccc2oc1=O	95	95	98	96	10	/	94	21	96	18	52
Cc1ccccc1NC(=O)NCC1CCCO1 (stereo not given)	96	99	102	100	9	/	97	-3	99	-4	12
C/C(Cl)=C/CSc1nn2c(=O)c3ccccc3nc2s1	90	90	91	90	20	/	90	-19	88	16	14
CCC(C)NC(=O)Nc1ccc(Br)cc1Cl (stereo not given)	93	94	93	94	4	12	92	10	94	-14	9
COCC1CCCN(Cc2nc(Cc3ccccc3)no2)C1 (stereo not given)	96	97	96	98	10	5	100	-2	97	-7	10
CCC1(COC(=O)Nc2cccc(Cl)c2)COC1	95	98	98	98	9	11	100	-12	99	3	32
COC(=O)CSc1nnc(CNC(=O)c2cc(OC)c(OC)c(OC)c2)n1C	102	109	106	103	20	/	103	-11	104	-13	13
Cc1ccc(NC(=O)COC(=O)c2ccn(C)n2)cc1	99	101	104	99	9	-25	100	-3	99	-27	11
Cc1cc(C)c(OCC(=O)Nc2ccc(NC(=O)c3ccco3)cc2)c([N+](=O)[O-])c1	102	105	104	103	7	5	102	-7	101	-13	11
COc1ccccc1N(CC(O)COc1c(C)cc(C)cc1C)S(=O)(=O)c1ccccc1 (stereo not given)	99	105	100	98	4	16	100	17	99	5	9
CCCCCc1ccc(S(=O)(=O)NCCc2ccncc2)cc1	99	102	101	99	5	/	100	9	100	5	59
Cc1ccccc1CS(=O)(=O)CCC(=O)NCc1ccccn1	104	109	106	104	11	/	106	-9	105	-44	14
COc1ccc(-c2cn(-c3ccc(SC(F)F)cc3)c3[n+]2CCC3)cc1OC	101	101	100	101	6	/	99	11	101	-11	9
COc1ccccc1-c1cc(C(F)(F)F)n2ncc(S(=O)(=O)c3ccccc3)c2n1	98	105	100	99	9	-3	105	-3	100	-7	13
N#Cc1ccc(NC(=S)Nc2ccccc2)cc1	100	104	98	99	7	3	98	13	97	-143	13
CCCCn1c(SCC(=O)NCc2ccccc2)nc2ccc(N3CCOCC3)cc2c1=O	94	97	99	96	35	-23	97	16	100	-66	11
CCN1CCN(C(=O)c2ccc(CN(c3ccc(C)c(C)c3)S(C)(=O)=O)cc2)CC1	98	99	100	101	12	9	102	-3	100	-36	13
C[C@H]1CC[C@@]2(O[C@H](CCO)C[C@@H](O)[C@@H]2O)O1	96	96	96	97	6	/	105	-11	96	-3	20
CN(CCc1cnn(C)c1)Cc1cn(C)nc1-c1ccc2c(c1)OCCO2	95	95	93	94	11	/	96	25	95	-42	12
CCCn1nc(C(=O)OCC(=O)c2c(N)n(C)c(=O)n(C)c2=O)c2ccccc2c1=O	90	83	90	89	10	12	93	4	90	-11	11
Clc1ccccc1-c1nn2c(-c3ccncc3)nnc2s1	94	101	98	104	9	/	108	-16	102	-2	5
Cc1ccc(Cn2c(=N)c(C(=O)NCc3ccco3)cc3c(=O)n4ccccc4nc32)cc1	96	101	98	100	20	/	100	80*	98	3	16
Cc1ccc(S(=O)(=O)Nc2ccccc2/C=N/c2nc3ccccc3n2C(C)C)cc1	98	101	100	98	5	-13	97	7	98	0	10
CCN(CC)CCNC(=O)c1ccc(Sc2ccc(C)cc2)c(NC(C)=O)c1	97	100	99	100	6	-10	98	-18	100	11	15
OCc1ccc(O)c2ncccc12	94	97	99	98	34	/	98	-62	97	-125	13
O=C(NNC(=S)NC(=O)c1sc2ccccc2c1Cl)c1ccc(Cl)cc1	92	98	94	95	2	2	98	53*	95	40	11
C[C@@H](C(=O)OCC(=O)Nc1cc(S(=O)(=O)N2CCOCC2)ccc1Cl)N1C(=O)C2CCCCC2C1=O (stereo not given in full)	98	101	99	98	12	4	96	10	100	-6	6
COCCCNC(=O)CC(NS(=O)(=O)c1ccc(F)cc1)c1ccc(OC)cc1 (stereo not given)	99	98	100	101	9	/	101	29	101	6	46

Bioassay records: PubChem, several laboratories
